# LEDGF integ inh – blockers of LEDGF/p75-dependent integrase strand transfer – biochemical, TR-FRET, high throughput, primary screen. HIV-1 integrase (with human LEDGF/p75). TR-FRET IN-LEDGF/p75 DNA integration, Eu/Cy5. inhibition, % at 3.7 µM. 370,000 tested, 0.64% active. AID 743269, 2014;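 active = inhibition above the screen-wide mean plus 3 SD, cut at about 13% in these data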;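 note: signal is the Cy5 over europium emission ratio at 671 and 618 nm; 0% = plate median of compound wells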
# rCAG RNA binder – binders of r(CAG) RNA repeats, primary screen, biochemical, fluorescence; r(CAG) RNA repeat, TO-PRO-1 dye displacement fluorescence; inhibition, % at 3 µM; 370,000 tested, 1.3% active; AID 651821, 2012;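 active = inhibition above the plate cutoff, the mean of all test compounds on that plate plus 3 SD, cut at about 35% in these data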;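 note: 0% = DMSO alone and 100% = 100 µM mitoxantrone as full dye displacement; higher means more dye released from RNA so lower well fluorescence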
# MBD2 DNA inh – inhibitors of MBD2 binding to methylated DNA, primary screen, biochemical, TR-FRET, DNA-binding domain, human. Methyl-CpG-binding domain protein 2 (Homo sapiens), Q9UBB5. 370,000 tested, 0.31% active. MBD2 binding to methylated oligonucleotide. inhibition, % at 4.4 µM; in the data active = inhibition above about 13%
# TDP2 absorb – human TDP2 enzyme inhibitors, primary screen, biochemical, epi absorbance, recombinant enzyme; Tyrosyl-DNA phosphodiesterase 2 (Homo sapiens), O95551; T5PNP hydrolysis, p-nitrophenol absorbance 415 nm; inhibition, % at 12.8 µM; 370,000 tested, 0.34% active;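 active = inhibition above the mean of all tested compounds plus 3 SD, set per campaign, cut at about 25% in these data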;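 note: 0% = DMSO with enzyme and 100% = buffer with substrate but no TDP2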
#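 Test system: Human TDP2 enzyme | Reagent: 5 mM T5PNP | Compound dosing: 12.8 µM single point, 1% DMSO | Incubation: Enzyme reaction with compound for 2 h at 37 °C | Technique: p-Nitrophenol epi absorbance | Read-out: % inhibition relative to enzyme-containing and enzyme-free wells | Benchmarks: High control without enzyme, low control DMSO plus TDP2 | Replicates: Singlicate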
# PRMT1 FP inh – PRMT1 methyltransferase inhibitors, primary screen, biochemical, fluorescence polarization | Protein arginine N-methyltransferase 1 (Homo sapiens), Q99873 | recombinant PRMT1, activity-based probe fluorescence polarization | AID 652257, 2013 | inhibition, % at 2.79 µM | 370,000 tested, 1.3% active;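 active = inhibition above about 21% made by adding two undisclosed values, limit read from the data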
# GC-B act – human GC-B receptor activators, primary screen, HEK293 GC-B cells, cGMP TR-FRET, EC30 CNP. 0% at EC30 CNP, 100% saturating CNP. activation, % at 10 µM. 370,000 tested, 0.11% active. AID 1920062, 2024;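 active = activation at 10 µM reaching about 35% in either raw or pattern-adjusted values, limit read from the data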
# Target sequence (P20594 whole entry, looked up): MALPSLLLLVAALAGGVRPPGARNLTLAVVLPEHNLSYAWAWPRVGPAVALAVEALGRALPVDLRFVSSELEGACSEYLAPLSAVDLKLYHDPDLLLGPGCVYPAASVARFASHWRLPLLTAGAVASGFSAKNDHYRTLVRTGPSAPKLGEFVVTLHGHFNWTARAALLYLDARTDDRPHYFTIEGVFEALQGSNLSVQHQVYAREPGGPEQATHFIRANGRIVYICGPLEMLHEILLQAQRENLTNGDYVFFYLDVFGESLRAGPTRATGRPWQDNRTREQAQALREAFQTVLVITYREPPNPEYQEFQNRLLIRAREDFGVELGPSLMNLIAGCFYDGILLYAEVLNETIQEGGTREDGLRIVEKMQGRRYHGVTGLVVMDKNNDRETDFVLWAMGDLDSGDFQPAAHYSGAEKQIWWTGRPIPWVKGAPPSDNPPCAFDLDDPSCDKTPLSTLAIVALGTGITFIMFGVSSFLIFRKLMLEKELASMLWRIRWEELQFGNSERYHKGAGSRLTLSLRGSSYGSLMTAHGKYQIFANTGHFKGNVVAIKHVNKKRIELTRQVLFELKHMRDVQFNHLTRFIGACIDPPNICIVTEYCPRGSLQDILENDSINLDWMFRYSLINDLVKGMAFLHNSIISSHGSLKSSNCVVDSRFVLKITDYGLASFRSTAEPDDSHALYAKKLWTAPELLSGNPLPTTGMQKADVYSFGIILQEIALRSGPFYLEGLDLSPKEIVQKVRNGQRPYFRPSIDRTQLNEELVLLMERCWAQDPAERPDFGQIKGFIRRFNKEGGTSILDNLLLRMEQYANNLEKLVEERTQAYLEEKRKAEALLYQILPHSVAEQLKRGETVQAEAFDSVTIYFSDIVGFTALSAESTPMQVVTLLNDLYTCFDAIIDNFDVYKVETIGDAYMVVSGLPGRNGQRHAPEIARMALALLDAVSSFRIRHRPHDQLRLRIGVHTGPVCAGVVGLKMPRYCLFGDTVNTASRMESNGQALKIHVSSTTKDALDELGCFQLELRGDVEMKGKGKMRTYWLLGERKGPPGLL
# mABHD4 FP – ABHD4 inhibitors, primary screen, biochemical, fluorescence polarization, mouse; (Lyso)-N-acylphosphatidylethanolamine lipase (Mus musculus), Q8VD66; purified mABHD4, FP-Rh probe fluorescence polarization; inhibition, % at 8.92 µM; 370,000 tested, 0.54% active;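 active = inhibition exceeding the mean over every tested compound plus 3 SD, cut at about 30% in these data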;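 note: 0% = plate median of compound wells and 100% = S159A mutant with DMSO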
#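 Test system: mABHD4 protein; Read-out basis: % inhibition; Incubation: 45 min + 60 min at 25 °C; Repeats: single replicate; Technique: fluorescence polarization with parallel and perpendicular emission, 525/598 nm; Compound: 8.92 µM, single dose; Benchmarks: full inhibition S159A mutant plus DMSO, zero as sample-well median.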
# HTRA1 inh – HTRA1 serine protease inhibitors, primary screen, biochemical, fluorescence polarization, HTS; recombinant HTRA1, FP-rhodamine activity-based probe; inhibition, % at 5.96 µM; 340,000 tested, 0.5% active; in the data active = inhibition above about 36%;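 note: 0% = enzyme with DMSO and 100% = wells lacking enzyme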
# SIAE primary – human SIAE inhibitors, primary screen, biochemical, fluorescence polarization, FP-Rh probe, 1536-well HTS; Sialate O-acetylesterase (Homo sapiens), Q9HAT2; SIAE FP-Rh probe binding; inhibition, % at 9.66 µM; 370,000 tested, 0.69% active;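 active = inhibition above a cutoff: mean of compounds within the control limits plus 3 SD of those, cut at about 17% in these data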;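 note: 0% = plate median of compound wells and 100% = probe without SIAE protein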
# TCR CD3 inh – inhibitors of human TCR-CD3 interaction, primary screen, biochemical, fluorescence, TAMRA-labeled TCR probe | AID 651800, 2012 | 360,000 tested, 0.37% active | inhibition, % at 9.4 µM | T-cell receptor (TCR); in the data active = inhibition above about 19%;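 note: recombinant mutant TCR 2C K166C tagged with TAMRA read by polarization; 0% = receptor in buffer alone and 100% = receptor with positive control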
# Numbers without * were called inactive; nt = not tested or not shown.
entry	SMILES	LEDGF integ inh	rCAG RNA binder	MBD2 DNA inh	TDP2 absorb	PRMT1 FP inh	GC-B act	mABHD4 FP	HTRA1 inh	SIAE primary	TCR CD3 inh
1	CC(=O)N(C)c1ccc(NC(=O)C(Sc2ccccc2)c2ccccc2)cc1 (stereo not given)	-2	-2	-1	4	0	2	-4	nt	4	-3
2	CCN(c1ccccc1)S(=O)(=O)c1ccc(OCC(F)(F)F)c(NC(=O)c2ccc(=O)[nH]c2)c1	0	3	-5	8	6	-1	8	-8	3	5
3	COC(=O)/C=C1\SC(=NC(=O)c2cccc(Cl)c2)NC1=O	1	8	1	6	7	2	-1	-3	-4	2
4	CCOC(=O)c1ccc(NC(=O)CC2SCCNC2=O)cc1 (stereo not given)	2	-3	7	6	-1	3	2	7	-6	5
5	CC12CCC(=O)N1C(C(=O)NNC(=O)c1ccc(Cl)cc1)CS2 (stereo not given)	3	0	-5	10	-6	-2	10	1	4	3
6	O=C(NC1CCS(=O)(=O)C1)c1cccc(S(=O)(=O)N2CCOCC2)c1 (stereo not given)	-2	-3	-4	9	-1	2	1	10	-2	7
7	Cc1ccc(NC(=S)N(CCN(C)C)C(C)c2cccnc2)cc1 (stereo not given)	1	-3	-3	9	-4	0	1	0	4	4
8	CN(Cc1ccccc1)C(=O)COC(=O)Cn1cnc2ccccc21	-3	-1	4	-22	9	5	-12	3	-6	-11
9	Cc1nc(-c2ccccn2)nc(SCC(=O)c2ccc(F)cc2)c1Cl	0	-2	4	-4	3	-2	0	-9	-6	-4
10	CC[C@@](C)(NS(=O)(=O)OCC(Cl)(Cl)Cl)c1ccccc1	2	3	1	6	-1	0	-5	-8	-1	0
11	O=C(Nc1ccc2c(c1)OCCO2)C1CCCC1	2	6	3	2	-1	0	4	5	2	7
12	CCCCCCCCCC(=O)N[C@@H]1c2cc(OC)c(OC)cc2C[C@H]1O	-7	-1	0	-3	1	5	3	-1	-2	-7
13	Cc1ccccc1NC(=S)NCC(c1cccnc1)N(C)C (stereo not given)	0	0	3	4	0	0	1	-2	12	2
14	COc1cc(C(=O)OCCCN2CCCN(CCCOC(=O)c3cc(OC)c(OC)c(OC)c3)CC2)cc(OC)c1OC	5	-2	-7	1	-3	-3	2	3	0	0
15	COc1cc(OC)c(C(=O)OCC(=O)Nc2c(C)n(C)n(-c3ccccc3)c2=O)cc1OC	-1	-1	9	8	3	-2	10	4	2	-7
16	Cc1nc(NCCc2ccc(S(N)(=O)=O)cc2)c2c3c(sc2n1)CCC3	0	6	4	-4	2	-3	3	-11	0	-9
17	Cn1ccnc1C1CCCCN1C(=O)c1cc(COc2ccc(F)cc2Cl)on1 (stereo not given)	0	-1	5	-2	-1	-3	-6	nt	5	-2
18	CCc1ccccc1N(CC(=O)N/N=C/c1ccc(OC(=O)OC)c(OC)c1)S(C)(=O)=O	-3	3	2	-7	2	1	-4	2	6	-2
19	O=C(Cc1ccccc1)c1c[nH]c(C(=O)O)c1	1	3	1	9	1	2	2	0	1	8
20	O=[N+]([O-])/C(=C\Nc1ccccc1)S(=O)(=O)c1ccccc1	-3	5	-3	1	6	5	4	6	3	8
21	O=C(O)CCCCCN=C1CCc2ccccc2N1	1	1	-4	3	-4	3	1	-2	-1	-1
22	O=C(O)CCc1nn2c3ccccc3n(Cc3ccccc3F)c2nc1=O	0	2	-1	-4	-1	-3	1	1	0	1
23	O=C(CCCn1c(=S)[nH]c2cc3c(cc2c1=O)OCO3)N1CCN(c2ccccn2)CC1	0	4	3	3	0	-2	6	-1	-6	0
24	COc1ccc(-c2noc(CSc3nc4ccccc4c(=O)n3-c3ccccc3)n2)cc1	-3	-2	3	-2	1	0	1	3	12	-2
25	CNc1cncc(-c2ccc(F)c(F)c2)n1	0	0	0	-10	4	2	-9	nt	-4	-5

# The list continues:
entry	SMILES	LEDGF integ inh	rCAG RNA binder	MBD2 DNA inh	TDP2 absorb	PRMT1 FP inh	GC-B act	mABHD4 FP	HTRA1 inh	SIAE primary	TCR CD3 inh
26	Cc1ccc(C(CC(=O)c2ccco2)SCCO)cc1 (stereo not given)	2	1	-2	-5	28*	-1	-3	-8	-2	-1
27	CN(CC(=O)Nc1ccc(OC(F)(F)F)cc1)S(=O)(=O)c1cnc[nH]1	-2	1	-5	-1	-2	-2	-1	1	-3	5
28	O=C1CCC(C(=O)NCc2ccc3c(c2)OCO3)N1 (stereo not given)	0	-3	-8	8	0	-2	-4	-2	-1	-4
29	CCOC(=O)Nc1ccc(Cc2ccncc2)cc1	-3	-2	4	9	-1	2	1	3	6	-1
30	NC(=O)c1cnn(C2CCS(=O)(=O)C2)c1 (stereo not given)	-2	1	1	10	-1	-1	-4	9	-1	5
31	CCOc1ccc(NC(=O)c2cc3c(C)nc4ccccc4c3o2)cc1	-3	3	-5	2	-2	-1	0	1	-8	4
32	CC1CN(CCCSc2ccc(Cl)cc2)CC(C)O1 (stereo not given)	5	-8	-4	16	3	-6	11	-4	-6	11
33	COCCCN1C(=O)c2ccc(C(=O)OCC(=O)NCc3ccccc3OC)cc2C1=O	3	-6	6	-13	2	-8	5	15	13	2
34	O=C(COC(=O)c1ccc2c(c1Cl)C(=O)c1ccccc1C2=O)NC1CCCCC1	3	4	-2	-2	4	-10	9	10	-10	2
35	O=S(=O)(Nc1ccc(-c2ccc(N3CCOCC3)nn2)cc1)c1ccc(Cl)c(Cl)c1	-2	13	5	20	1	-13	-12	-13	-3	6
36	O=C(CSc1nnc(-c2cccnc2)o1)Nc1cccc(F)c1	2	1	-2	4	6	-2	-3	4	11	6
37	C/C(CC(C)(C)c1ccccc1)=N\NS(=O)(=O)c1ccccc1	-1	3	1	3	5	1	-5	1	6	7
38	Nc1[nH]c(C(=O)c2ccc(Br)cc2)c(-c2ccc(Br)cc2)c1C(=O)NCCc1c[nH]c2ccccc12	-1	11	0	5	-3	-5	18	nt	5	2
39	O=C1c2ccccc2S(=O)(=O)c2cc(C(=O)N3CCC(N4CCCC4)CC3)ccc21	1	4	-2	11	-4	1	4	-3	8	0
40	O=C(CN1CCNC(=O)C1)NCCc1ccc(Cl)cc1Cl	-1	-3	4	0	1	3	1	0	-3	-4
41	COCc1cc(=O)n2[nH]c(C)cc2n1	-1	-2	3	-2	5	3	-1	3	11	0
42	O=C(/C=C/c1cccc(Cl)c1)OCc1cn2cc(Cl)ccc2n1	4	0	-4	0	0	-2	-6	-11	-8	0
43	Cc1[nH]c2ccc(F)cc2c1CCNC(=O)C1CCCCC1C(=O)OCC(F)(F)F (stereo not given)	3	-7	3	-1	0	3	7	-5	4	8
44	C[C@@H](NC(=O)c1ncn2c1c(=O)[nH]c1ccc(Br)cc12)c1ccccc1	1	2	2	-2	4	40*	-9	0	-4	1
45	CCN(c1ccc(OC)cc1)S(=O)(=O)c1ccc(-c2ccc(=O)[nH]n2)o1	-3	-2	-1	11	-2	-5	7	-3	12	4
46	CCOc1ccc(C(CC(=O)O)NC(=O)Cc2ccc(Cl)cc2)cc1 (stereo not given)	0	1	4	12	-2	0	0	4	7	-1
47	CCOC(=O)C1=C(C)N(CCCC(=O)NCc2ccc3c(c2)OCO3)C(=O)NC1c1ccc(Br)cc1 (stereo not given)	2	-2	-3	6	3	-22	3	nt	-5	-6
48	COc1ccc(/C=C2\SC(=S)N(Cc3cccnc3)C2=O)cc1C	0	0	3	1	-2	7	2	-2	-7	4
49	CN1CCCC(OC(=O)COc2ccc(Br)cc2)C1 (stereo not given)	2	-2	3	8	0	-4	0	2	4	2
50	O=C(Cn1cnc([N+](=O)[O-])n1)N/N=C/c1ccccc1O	-4	3	-6	0	0	-1	0	3	6	4
51	O=C(Nc1ccc2nc(-c3ccc(Br)o3)[nH]c2c1)c1ccco1	2	6	5	-4	6	20	-2	-12	-15	-6

# Shown with values under each structure: entries from further up.
# Below each SMILES: LEDGF integ inh, rCAG RNA binder, MBD2 DNA inh, TDP2 absorb, PRMT1 FP inh, GC-B act, mABHD4 FP, HTRA1 inh, SIAE primary, TCR CD3 inh
47	CCOC(=O)C1=C(C)N(CCCC(=O)NCc2ccc3c(c2)OCO3)C(=O)NC1c1ccc(Br)cc1 (stereo not given)
→ 2, -2, -3, 6, 3, -22, 3, nt, -5, -6
48	COc1ccc(/C=C2\SC(=S)N(Cc3cccnc3)C2=O)cc1C
→ 0, 0, 3, 1, -2, 7, 2, -2, -7, 4

# Among those listed so far, 11 have a Cl atom.
entry	SMILES	LEDGF integ inh	rCAG RNA binder	MBD2 DNA inh	TDP2 absorb	PRMT1 FP inh	GC-B act	mABHD4 FP	HTRA1 inh	SIAE primary	TCR CD3 inh
3	COC(=O)/C=C1\SC(=NC(=O)c2cccc(Cl)c2)NC1=O	1	8	1	6	7	2	-1	-3	-4	2
5	CC12CCC(=O)N1C(C(=O)NNC(=O)c1ccc(Cl)cc1)CS2 (stereo not given)	3	0	-5	10	-6	-2	10	1	4	3
9	Cc1nc(-c2ccccn2)nc(SCC(=O)c2ccc(F)cc2)c1Cl	0	-2	4	-4	3	-2	0	-9	-6	-4
10	CC[C@@](C)(NS(=O)(=O)OCC(Cl)(Cl)Cl)c1ccccc1	2	3	1	6	-1	0	-5	-8	-1	0
17	Cn1ccnc1C1CCCCN1C(=O)c1cc(COc2ccc(F)cc2Cl)on1 (stereo not given)	0	-1	5	-2	-1	-3	-6	nt	5	-2
32	CC1CN(CCCSc2ccc(Cl)cc2)CC(C)O1 (stereo not given)	5	-8	-4	16	3	-6	11	-4	-6	11
34	O=C(COC(=O)c1ccc2c(c1Cl)C(=O)c1ccccc1C2=O)NC1CCCCC1	3	4	-2	-2	4	-10	9	10	-10	2
35	O=S(=O)(Nc1ccc(-c2ccc(N3CCOCC3)nn2)cc1)c1ccc(Cl)c(Cl)c1	-2	13	5	20	1	-13	-12	-13	-3	6
40	O=C(CN1CCNC(=O)C1)NCCc1ccc(Cl)cc1Cl	-1	-3	4	0	1	3	1	0	-3	-4
42	O=C(/C=C/c1cccc(Cl)c1)OCc1cn2cc(Cl)ccc2n1	4	0	-4	0	0	-2	-6	-11	-8	0
46	CCOc1ccc(C(CC(=O)O)NC(=O)Cc2ccc(Cl)cc2)cc1 (stereo not given)	0	1	4	12	-2	0	0	4	7	-1

# This is a subset; count on the stated rates, not on these rows.
